# MrgX1 PAM: allosterically activates human MrgX1 receptor signaling; Q96LB2; MrgX1-HEK293, Fluo-4 calcium flux, FDSS; hits give high values; B-score at 10 µM; 310,000 compounds, 0.63% hits; AID 588675;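 active = plate-corrected calcium response at least 3 library SD above typical, normal starting fluorescence, not activating the receptor alone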;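 also: compound read alongside a low EC10 to EC30 dose of BAM8-22 agonist; peak minus trough fluorescence over baseline measured at the second addition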
# Target sequence (Q96LB2 whole entry, looked up): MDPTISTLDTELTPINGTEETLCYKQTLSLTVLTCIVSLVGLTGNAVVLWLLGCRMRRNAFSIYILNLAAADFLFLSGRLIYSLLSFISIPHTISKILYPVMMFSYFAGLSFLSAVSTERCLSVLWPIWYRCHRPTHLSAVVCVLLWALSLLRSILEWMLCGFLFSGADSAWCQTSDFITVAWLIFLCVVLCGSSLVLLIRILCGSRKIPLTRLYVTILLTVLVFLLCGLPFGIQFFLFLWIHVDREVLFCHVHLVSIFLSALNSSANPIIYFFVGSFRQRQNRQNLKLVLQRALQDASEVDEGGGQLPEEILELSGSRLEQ
# KCNQ1 act: potentiates or activates the human KCNQ1 potassium channel; 310,000 compounds, 0.35% hits; CHO-K1 KCNQ1, thallium flux FluxOR fluorescence; hits give high values; B-score at 10 µM; AID 2648;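 active = fluorescence ratio B-score, a plate-corrected score, at least three library SD, with initial intensity B-score within 5 SD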
#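 System: CHO-K1 cells stably expressing KCNQ1 / Medium: assay buffer for compound exposure, DMSO matched across wells / Reagent: thallium- and potassium-containing depolarizing buffer / Compound: one concentration, matched DMSO / Incubation: 20 min compound pretreatment at room temperature / Measured by: kinetic FluxOR fluorescence, 10 s baseline plus 110 s post-stimulus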
# KCNK9 inh: human KCNK9 channel inhibition; Q9NPC2; HEK293 KCNK9, FluxOR thallium flux fluorescence; hits give low values; B-score at 10 µM; 310,000 compounds, 1.2% hits; AID 488922;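 active = ratio B-score over 3 SD below the library mean, with starting fluorescence within 5 SD of its mean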;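 also: negative B-score means less thallium flux so channel inhibition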
# ANO1 activ: activators or potentiators of mouse TMEM16A chloride channel; HEK293 TMEM16A/YFP-H148Q/I152L, iodide quench fluorescence; hits give low values; Q8BHY3; 340,000 compounds, 0.3% hits; AID 623877; B-score at 10 µM;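 active = fluorescence-ratio B-score plate-corrected deviation score at least 3 library SD below zero, with starting fluorescence score within 5 deviations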;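 also: channel opened by trigger with iodide after compound preincubation; score built on the fluorescence ratio of max minus min over baseline; more negative score means more quench and so TMEM16A activation or potentiation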
# KCNQ1 block: human KCNQ1 channel inhibition. P51787. CHO-K1 KCNQ1, FluxOR thallium flux fluorescence; hits give high values. B-score at 10 µM. 310,000 compounds, 1.3% hits. AID 2642;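 active = compounds whose thallium flux B-score, printed positive for inhibition, exceeds three library SD while starting fluorescence stays within three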;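 also: channel opened by potassium depolarization with thallium stimulus after 20 min compound exposure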
# MrgX1 agonist: agonists of human MrgX1 receptor; B-score at 10 µM; AID 588627; MrgX1-HEK293 cells, Fluo-4 calcium fluorescence, agonist mode; hits give high values; 310,000 compounds, 0.44% hits; Q96LB2;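 active = calcium response B-score plate-corrected fluorescence ratio at least 3 library SD, with starting fluorescence B-score inside 5 SD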
#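 Material – MrgX1-expressing HEK293 cells · Input – 15,000 cells seeded per well · Dosing – compound as first of three additions · Times – overnight seeding, then 1 h dark dye loading · Measured by – kinetic Fluo-4 NW fluorescence of intracellular calcium · Read-out – B-scored fluorescence response ratio · Benchmarks – positive and negative control wells on each plate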
# ANO1 block: inhibitors of mouse TMEM16A calcium-activated chloride channel. Q8BHY3. HEK293 TMEM16A/YFP iodide influx fluorescence, ionomycin. normalized B-score (activity score, 25-100; higher = stronger inhibition) at 10 µM. 310,000 compounds, 1.2% hits. AID 588511;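 active = ratio plate-corrected score three or more library SD toward inhibition, starting fluorescence score within five deviations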;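 also: score derived from kinetic fluorescence span divided by baseline fluorescence per well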
# KCNK3 block: human KCNK3 channel inhibition, primary screen; O14649; CHO-KCNK3 thallium flux, FluxOR fluorescence; hits give low values; B-score at 10 µM; 340,000 compounds, 0.84% hits;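 active = B-score under library mean minus 4 SD, starting fluorescence ratio at most library mean plus 5 SD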;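 also: more negative B-score means stronger inhibition of thallium flux through KCNK3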
# Target sequence (O14649 whole entry, looked up): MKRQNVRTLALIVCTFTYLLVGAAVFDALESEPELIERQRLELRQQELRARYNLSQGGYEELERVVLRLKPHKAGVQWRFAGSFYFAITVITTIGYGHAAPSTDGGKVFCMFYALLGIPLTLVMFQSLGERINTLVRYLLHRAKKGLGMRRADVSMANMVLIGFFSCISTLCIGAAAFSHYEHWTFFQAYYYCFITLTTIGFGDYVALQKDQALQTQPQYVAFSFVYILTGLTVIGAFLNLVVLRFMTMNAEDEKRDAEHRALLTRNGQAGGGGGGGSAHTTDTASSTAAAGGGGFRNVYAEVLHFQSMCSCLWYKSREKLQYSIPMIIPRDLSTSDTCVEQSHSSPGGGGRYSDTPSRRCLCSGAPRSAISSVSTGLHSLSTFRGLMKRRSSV
# RGS4 inh: inhibitors of human RGS4; B-score at 10 µM; P49798; AID 463165; 310,000 compounds, 0.45% hits; HEK293 M3R/RGS4 inducible, Fluo-4 calcium flux; hits give high values; triggered by carbachol at its EC20;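 active = B-score, a plate-corrected calcium signal, over three deviations above library mean, with baseline fluorescence within five deviations of library mean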;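 also: RGS4 expression induced by doxycycline in cells with stable M3 receptor; B-score is computed from the integrated fluorescence ratio over baseline after carbachol; higher B-score means a larger calcium signal and so more RGS4 inhibition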
# Target sequence (P49798 whole entry, looked up): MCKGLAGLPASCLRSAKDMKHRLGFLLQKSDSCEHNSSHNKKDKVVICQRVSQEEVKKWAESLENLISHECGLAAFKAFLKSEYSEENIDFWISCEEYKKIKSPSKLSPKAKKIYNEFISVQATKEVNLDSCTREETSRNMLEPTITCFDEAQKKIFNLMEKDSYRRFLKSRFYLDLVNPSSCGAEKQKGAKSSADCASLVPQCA
# RGS4 pot: RGS4 potentiation or activation | 310,000 compounds, 0.92% hits | B-score at 10 µM | HEK293 M3R/inducible RGS4, carbachol calcium flux Fluo4; hits give low values;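 active = B-score of the integrated calcium signal more than 4 SD below the library mean, with starting fluorescence not abnormally high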;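 also: negative B-score means reduced calcium response which marks RGS4 activation or potentiation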
#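 Material: M3R-expressing HEK293 line, RGS4 induced by doxycycline | Schedule: Overnight RGS4 induction, 30 min dye load 37 °C, 20 min compound RT | Measured by: Fluo4 fluorescence kinetic imaging of calcium | Read-out: Integrated calcium ratio converted to B score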
# hERG rescue: shields human hERG channel from block by proarrhythmic agents. Q12809. CHO-hERG, FluxOR thallium flux, dofetilide IC70 present. activation (rescue from dofetilide block), less the hit threshold, % at 10 µM. 310,000 compounds, 0.51% hits. AID 1511;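 active = activation above the mean of controls blocked by dofetilide plus 5 SD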;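 also: thallium influx through hERG after potassium depolarization seen as dye fluorescence rise; in these data hits start at about 4.7%; inactives centre near -7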
# * = called active by the depositor; i = inactive; / = no result given.
structure | MrgX1 PAM | KCNQ1 act | KCNK9 inh | ANO1 activ | KCNQ1 block | MrgX1 agonist | ANO1 block | KCNK3 block | RGS4 inh | RGS4 pot | hERG rescue
O=C(C1=C(O)C(=O)N(Cc2ccco2)C1c1cccs1)c1cccs1 (configuration not stated) | i | i | i | i | i | i | i | i | i | i | -3
Cn1c(SCc2nc3ccccc3n2CCO)nc2ccccc21 | i | i | i | i | i | i | i | i | i | i | -14
CC(=O)N1N=C(c2ccc(Br)cc2)OC12CCCC2 | i | i | i | i | i | i | i | i | i | i | -8
CCOC(=O)N1CCC(NC(=O)c2cc(S(=O)(=O)N3CCOCC3)ccc2F)CC1 | i | i | i | i | i | i | i | i | i | i | -6
O=c1c(-c2ccnn2-c2cccc(Cl)c2)cnc2n1CCS2 | i | i | i | i | i | i | i | i | i | i | -8
O=C(NCc1ccc2c(c1)OCO2)c1sccc1Br | i | i | i | i | i | i | i | i | i | i | -7
COCC(=O)Nc1nnc(SCC(=O)N2CCCCC2)s1 | i | i | i | i | i | i | i | i | i | i | -8
Cn1c(=O)n(C)c2cc(NC(=O)CCc3ccccc3)c(Br)cc21 | i | i | i | i | i | i | i | i | i | i | -2
COc1ccc(NC(=O)CN2CCC3(O)CCCCC3C2c2ccccc2OC)cc1 (configuration not stated) | / | i | i | / | i | / | / | / | i | i | -6
Cc1cccc(-c2nc(Nc3cccc(O)c3)c3ccccc3n2)c1 | i | i | i | i | i | i | i | i | i | i | -7
O=C(NC(=O)c1ccccc1F)Nc1nc(-c2cccs2)cc(C(F)(F)F)n1 | i | i | i | i | i | i | i | i | i | i | -4
OC1(C#CCCN2CCCCC2)c2ccccc2-c2ccccc21 | i | i | i | i | i | i | i | i | i | -8.7* | 3
Nn1c(SCc2ccccc2F)nnc1-c1ccccn1 | i | i | i | i | i | i | i | i | i | i | -12
Cn1c(SCC(=O)N/N=C/C=C\c2ccco2)nc2ccccc21 | i | i | i | i | i | i | i | i | i | i | -34
CN(c1ccccc1)S(=O)(=O)c1ccc(Cl)c(C(=O)OCC(=O)NC2CCS(=O)(=O)C2)c1 (configuration not stated) | i | i | i | i | i | i | i | i | i | i | -5
N#CC1=C2SCN(c3ccc(F)cc3)CN2C(=O)CC1c1cccc(F)c1 (configuration not stated) | i | i | i | i | i | i | i | i | i | i | -9
O=c1[nH]c(/C=C/c2ccccc2Cl)nc2ccccc12 | i | i | i | i | i | i | i | i | i | i | -9
CCCN1C(=O)c2ccccc2NC1c1ccc(OC)cc1O (configuration not stated) | i | i | i | i | i | i | i | i | i | i | -6
CCCCCn1c(=O)[nH]c2cc(C(=O)N3CCN(Cc4ccc5c(c4)OCO5)CC3)ccc2c1=O | i | i | i | i | i | i | i | i | i | i | -14
Cc1cc(C(=O)N2CCN(Cc3ccccc3)CC2)on1 | i | i | i | i | i | i | i | i | i | i | -8
O=C(NCc1ccco1)c1ccc(Cl)s1 | i | i | i | i | i | i | i | i | i | i | -12
c1cc2c(cc1C1=NNC(=NC3CC3)SC1)OCCO2 | i | i | i | i | i | i | i | i | i | i | -9
CCC(C)[C@H](NC(=O)N1CCC(C)CC1)C(=O)OC (some centres not stated) | i | i | i | i | i | i | i | i | i | i | -13
CC(CCc1ccccc1)NC(=O)CSc1cccc[n+]1[O-] (configuration not stated) | i | i | i | i | i | i | i | i | i | i | -13
CC(C)c1ccc(Nc2c([N+](=O)[O-])c(=O)n(C)c3ccccc23)cc1 | i | i | i | i | i | i | i | i | i | i | -6
O=C(OCc1cn(-c2ccc(Cl)cc2)nn1)c1ccccc1 | i | i | i | i | i | i | i | i | i | i | -16
CC(C)(C)c1cnnn1-c1ccc(NC(=O)c2ccc(Br)o2)cc1 | i | i | -7.1* | i | i | i | i | i | i | i | -9
Fc1ccccc1CSc1nnc(-c2cnccn2)n1Cc1ccco1 | i | i | i | i | i | i | i | i | i | i | -6
Cc1nc(SC2C=CS(=O)(=O)C2)n[nH]1 (configuration not stated) | i | i | i | i | i | i | i | i | i | i | -6
CCNC(=S)N/N=C/c1ccc(OCc2ccc(C(=O)OC)cc2)cc1 | i | i | i | i | i | i | i | i | i | i | -7
CCOc1ccc2cc(C#N)c(SCC(=O)NC(C)CC)nc2c1 (configuration not stated) | i | i | i | / | i | i | i | / | i | i | -1
COc1ccc(/C=C(\NC(=O)c2ccc(OC)c(OC)c2)C(=O)NCCc2c[nH]c3ccccc23)cc1 | i | i | i | i | i | i | i | i | i | i | -9
Cc1nn(C(C)C(=O)NNC(=S)Nc2ccc(Cl)cc2)c(C)c1[N+](=O)[O-] (configuration not stated) | i | i | i | i | i | i | i | i | i | i | -23
CC(C(=O)Nc1ccc(C(N)=O)cc1)N1C(=O)c2ccccc2S1(=O)=O (configuration not stated) | i | i | i | i | i | i | i | i | i | i | -13
O=S(=O)(c1cccs1)N1CCN(C/C=C/c2ccccc2)CC1 | i | i | i | i | i | i | i | i | i | i | -10
C=CCn1c(SCc2ccc(F)cc2)nnc1-c1sc2nc(C)cc(C)c2c1N | i | i | i | i | i | i | i | i | i | i | -9
Clc1ccc(-c2cc(CSc3ccccc3)on2)cc1 | i | i | i | i | i | i | i | i | i | i | -9
NC(=O)C1CCN(c2ccc(S(=O)(=O)N3CCC(Cc4ccccc4)CC3)cn2)CC1 | i | i | i | i | i | i | i | i | i | i | -11
O=C(CNC(=O)Cc1ccccc1)NCC(=O)N1CCCCC1 | i | i | i | i | i | i | i | i | i | i | -4
Cn1cc(CN2CCCCC2CO)c(-c2ccc(Oc3ccccc3)cc2)n1 (configuration not stated) | i | i | i | i | i | i | i | i | i | i | -8
CCOC(=O)c1cccc(NC(=O)Cn2c(CC(=O)NC)nc3ccccc32)c1 | i | i | i | i | i | i | i | i | i | i | -10
CCOC(=O)c1csc(NC(=O)CSc2nnc(C3CC3)n2C)n1 | i | i | i | i | i | i | i | i | i | i | -8
Cc1ccc(CSc2nc(-c3ccccc3)c(C#N)c(=O)[nH]2)cc1 | i | i | i | i | i | i | 100* | i | i | i | -10
CC1Cc2ccccc2N1C(=O)CSc1nnc(CSc2ncccn2)n1C (configuration not stated) | i | i | i | i | i | i | i | i | i | i | -5
CCCCNC(=O)C1CCN(S(=O)(=O)c2cnc[nH]2)CC1 | i | i | i | i | i | i | i | i | i | i | -5
NS(=O)(=O)c1ccc2nc(-c3ccccc3)c(-c3ccccc3)nc2c1 | i | i | i | i | i | i | i | i | i | i | -5
Cc1oc2cc(O)ccc2c(=O)c1Oc1ccc(F)cc1 | i | i | i | i | i | i | i | i | i | i | -4
O=C(Cn1cnc2scc(-c3ccc(Br)cc3)c2c1=O)N1CCOCC1 | i | i | i | i | i | i | i | i | i | i | -3
CCOc1ccc(NC(=O)CN2C(=O)NC(C)(c3ccc(OC(F)F)cc3)C2=O)cc1 (configuration not stated) | i | i | i | i | i | i | i | i | i | i | -4
COc1ccc(/C(O)=C2/C(=O)C(=O)N(CCCN3CCOCC3)C2c2ccc(C)cc2)cc1 (configuration not stated) | i | i | i | i | i | i | i | i | i | i | -8

# Further compounds
structure | MrgX1 PAM | KCNQ1 act | KCNK9 inh | ANO1 activ | KCNQ1 block | MrgX1 agonist | ANO1 block | KCNK3 block | RGS4 inh | RGS4 pot | hERG rescue
COC(=O)CSc1nccc(C)n1 | i | i | i | i | i | i | i | i | i | i | -3
CC(=O)c1cccc(NC(=O)c2ccc(-c3ccccc3[N+](=O)[O-])o2)c1 | i | i | i | i | i | i | i | i | i | i | -3
CCC(Oc1cccc(C)c1)C(=O)Nc1ccccc1C(=O)N1CCOCC1 (configuration not stated) | i | i | i | i | i | i | i | i | i | i | -10
CCOC(=O)c1c(NC(=O)C2CC2)sc2c1CC(C)(C)OC2 | i | i | i | i | i | i | i | i | i | i | -10
NC(=O)c1ccc(-c2nnc(Nc3ccc(S(N)(=O)=O)cc3)c3ccccc23)cc1 | i | i | i | i | i | i | i | i | i | i | 2
Cc1nc(SC(C(=O)c2ccccc2)c2ccccc2)n[nH]1 (configuration not stated) | i | i | i | i | i | i | i | i | i | i | -11
Cc1ccsc1C(=O)NNC(=O)C1C2C=CC(C2)C1C(=O)O (configuration not stated) | i | / | / | i | / | i | i | i | / | / | /
COc1ccc(CCNC(=O)CCCN2C(=O)C(c3ccccc3)Oc3cccnc32)cc1OC (configuration not stated) | i | i | i | i | i | i | i | i | i | i | -7
O=C(Nc1sc2c(c1C(=O)O)CCC2)c1cccc(Cl)c1 | i | i | i | i | i | i | i | i | i | i | -4
Cc1cc(C)c(-c2c(O)c3cccnc3n(C)c2=O)c(C)c1 | i | i | i | i | i | i | i | i | i | i | -4
CC(=O)c1ccc(N(C)C)c2c(N(C)C)cccc12 | i | i | i | i | i | i | i | i | i | i | -14
C=CCNC(=O)/C(=C\C=C\c1ccccc1)NC(=O)c1ccccc1Cl | i | i | i | i | i | i | i | i | i | i | -21
Cc1nc(SCC(=O)c2ccc(Cl)cc2)c([N+](=O)[O-])[nH]1 | i | i | i | i | i | i | i | i | i | i | -14
CCN(CC)CC(=O)Nc1ccc2c(c1)Nc1ccccc1CC2 | i | 8* | i | i | i | i | i | i | i | i | -2
CCOC(=O)C1CCCN(C(=O)c2ccc3c(=O)n(CCOC)c(=S)[nH]c3c2)C1 (configuration not stated) | i | i | i | i | i | i | i | i | i | i | -7
O=S(=O)(c1ccccc1)c1ncc(C(F)(F)F)cc1Cl | / | i | i | i | i | / | / | i | i | i | -13
O=C(NCCCN1CCOCC1)c1ccc2c(c1)N(Cc1ccccc1)C(=O)c1ccccc1S2 | i | i | i | i | i | i | i | i | i | i | -7
COc1cccc(OCCCCN2CC(C)OC(C)C2)c1 (configuration not stated) | i | i | i | i | i | i | i | i | i | i | -8

# Compound activity from PubChem.
